# High-throughput results from PubChem BioAssay.
# NPR1 activator = GC-A (human) enzyme activation; P16066; HEK293 GC-A cells, cGMP TR-FRET, EC30 ANP; 0% at EC30 ANP, 100% saturating ANP; activation, % at 10 µM; actives 0.14% (n = 370,000); AID 1671463; in the data active means activation above about 40%
# hcDAF12 agonist = H. contortus DAF-12 activation, primary screen; activation, % at 6.8 µM; HEK293 hcDAF-12 lit1-tk-luc reporter, luminescence; 0% DMSO, 100% Δ7-dafachronic acid; actives 1.4% (n = 370,000); AID 652067;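 active means activation above the mean of all tested compounds plus 3 SD, cut at about 5.5% in these data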;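 further: 100% = response to 3 µM Δ7-dafachronic acid high control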
# ssDAF-12 act = activators of S. stercoralis DAF-12 nuclear receptor; activation, % at 6.8 µM; HEK293 ssDAF-12/GRIP1 lit1-tk-luc reporter, luminescence; % of 3 µM dafachronic acid response; actives 1% (n = 370,000);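 active means activation above the mean over all tested compounds plus 3 SD, cut at about 0.9% in these data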;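 further: 0% = DMSO-only wells and 100% = 3 µM delta7-dafachronic acid wells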
# PG9 binder = small molecules binding HIV-1 gp120 antibody PG9 | inhibition, % at 6.7 µM | TR-FRET gp120-PG9 antibody binding | actives 0.43% (n = 360,000) | AID 624416; in the data active means inhibition above about 8.5%
# hgDAF12 agonist = hgDAF-12 agonism, primary luciferase screen; activation, % at 6.8 µM; HEK293 GAL4-hgDAF12 UAS-luciferase reporter, agonist luminescence; normalized to butyrate control; actives 1.8% (n = 370,000);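 active means activation above a cutoff set at the mean of all screened compounds plus 3 SD, cut at about 10% in these data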;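 further: 0% = DMSO wells and 100% = sodium butyrate wells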
# DAX1 inh-1 = blocks DAX1 repression of SF-1 activated StAR promoter; HEK293T StAR-luciferase reporter, SF-1/DAX-1 repression relief; inhibition, % at 6.8 µM; AID 652010; actives 1.1% (n = 370,000);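 active means inhibition above the mean over all tested compounds plus 3 SD, cut at about 3.6% in these data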;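 further: 0% = DAX-1 cells with DMSO and 100% = cells lacking DAX-1 with DMSO; higher inhibition means more luminescence from relief of DAX-1 repression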
# DAX1 inh-2 = NR0B1 (DAX1) inhibition; HEK293 Gal4-DAX1 luciferase reporter, luminescence; inhibition, % at 6.75 µM; actives 0.99% (n = 340,000); AID 504766;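 active means inhibition above the mean over all tested compounds plus 3 SD, cut at about 4.2% in these data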;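 further: 0% = DAX1-transfected cells with DMSO and 100% = empty-vector control cells with DMSO; inhibition shows as a rise in luminescence from relieved DAX1 repression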
# Target sequence (P51843 207-470 limits assumed): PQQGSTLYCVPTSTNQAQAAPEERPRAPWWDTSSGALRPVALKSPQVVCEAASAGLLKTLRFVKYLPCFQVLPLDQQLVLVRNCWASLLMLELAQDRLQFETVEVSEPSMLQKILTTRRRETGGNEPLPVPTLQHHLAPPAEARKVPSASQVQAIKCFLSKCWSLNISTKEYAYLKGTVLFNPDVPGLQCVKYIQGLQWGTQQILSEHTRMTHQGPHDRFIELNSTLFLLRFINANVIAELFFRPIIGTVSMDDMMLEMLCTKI
# SMARCA2 activ = activators of SMARCA2 function | MG213 cells, MMTV-luciferase reporter, dexamethasone, overnight | activation, % at 9.1 µM | actives 1% (n = 370,000) | AID 652017; in the data active means activation above about 7.8%;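 further: 0% = vehicle wells and 100% = reference activator wells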
# ADAM17 inh = inhibits human ADAM17; P78536; recombinant ADAM17, EDANS/DABCYL FRET peptide cleavage; inhibition, % at 6.95 µM; actives 0.83% (n = 370,000); AID 720648;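 active means inhibition above the mean of compounds lying between control limits plus 3 SD, set per campaign, cut at about 8.5% in these data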;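 further: 0% = DMSO-only wells as the low control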
# GAA850 FXN act = frataxin GAA850 promoter activation | HEK293 lucGAA850 FXN promoter luciferase reporter, 24 h; percent of 10 µM SAHA response | activation, % at 6 µM | actives 0.56% (n = 360,000);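 active means activation above the average of all compounds screened plus 3 SD, cutoff fixed separately per campaign, cut at about 7.5% in these data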;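 further: 0% = DMSO wells and 100% = 10 µM SAHA wells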
# ADAM10 inh = inhibits human ADAM10; recombinant ADAM10, EDANS/DABCYL FRET peptide cleavage, 3 h; inhibition, % at 7 µM; actives 0.62% (n = 370,000);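 active means inhibition above a per-campaign cutoff equal to the mean of compounds falling between control-based bounds plus 3 SD, cut at about 20% in these data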;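 further: 0% = DMSO wells while the 100% control is not disclosed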
# Target sequence (O14672 214-748 limits assumed): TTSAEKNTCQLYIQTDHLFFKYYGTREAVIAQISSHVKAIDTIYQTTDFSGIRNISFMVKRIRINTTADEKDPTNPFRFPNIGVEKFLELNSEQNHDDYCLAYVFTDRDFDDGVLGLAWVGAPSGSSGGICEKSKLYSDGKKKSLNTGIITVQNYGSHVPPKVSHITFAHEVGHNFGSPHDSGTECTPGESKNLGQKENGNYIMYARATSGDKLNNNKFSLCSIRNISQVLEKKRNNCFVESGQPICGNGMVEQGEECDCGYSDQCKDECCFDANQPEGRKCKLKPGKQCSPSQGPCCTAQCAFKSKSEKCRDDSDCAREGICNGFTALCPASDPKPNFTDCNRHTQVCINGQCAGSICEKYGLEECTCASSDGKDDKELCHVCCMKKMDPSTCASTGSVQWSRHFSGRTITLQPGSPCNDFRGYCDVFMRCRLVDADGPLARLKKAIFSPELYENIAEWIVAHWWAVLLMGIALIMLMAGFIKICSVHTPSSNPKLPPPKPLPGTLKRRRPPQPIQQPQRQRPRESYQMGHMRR
# * marks the source's active call; other numbers are inactive results; i = inactive; x = not tested or not shown.
mol	NPR1 activator	hcDAF12 agonist	ssDAF-12 act	PG9 binder	hgDAF12 agonist	DAX1 inh-1	DAX1 inh-2	SMARCA2 activ	ADAM17 inh	GAA850 FXN act	ADAM10 inh
CCCCCn1c(C(Cc2ccccc2)NC(=O)COC)nc2ccccc21 (stereo not given)	-24	-2.6	-1.4	-0.6	-3.7	-1.1	0.1	0	-1	4.3	-7
CS(=O)(=O)N1CCN(c2ccc([N+](=O)[O-])c(SCc3ccco3)c2)CC1	-5	-1.7	-1.7	-3.0	3.8	1.5	x	0	5	2.3	16
COc1ccc(-c2nc(NC(=O)c3ccc(OCC(=O)N4CCOCC4)c(OC)c3)sc2C)cc1	-3	-0.6	-0.7	-0.6	-1.2	-0.2	-0.4	-1	2	-1.3	4
Cc1nn(-c2ccccc2)c(C)c1NC(=O)COC(=O)c1cccc(OC(F)F)c1	4	-1.5	0.0	0.1	-1.1	-0.4	0.2	-3	-1	0.3	-1
CCCC(=O)Nc1nnc(-c2ccc3c(c2)OCCO3)o1	4	2.1	-1.8	-0.2	5.7	2.0	0.2	10*	-2	4.6	7
COc1ccc(CSCC(=O)NCCC(C)C)cc1	-3	2.1	-1.3	-1.8	-2.4	0.7	1.2	-2	0	4.0	6
C#CCNC(=O)C[C@H]1C[C@@]2(C(=O)OC)C(=C[C@H](C(C)(C)C)O[C@@H]2C)N(Cc2ccc3c(c2)OCO3)C1=O	-10	-1.1	-1.0	-1.3	-0.9	-1.2	x	-6	1	x	-11
O=C(O)c1ccc(S(=O)(=O)c2ccc(Sc3ccc(C(=O)O)c(C(=O)O)c3)cc2)cc1	1	-0.1	-0.4	-2.2	-0.9	0.1	-0.1	-4	-1	0.9	5
CCOc1ccccc1N1CC(C(=O)Nc2ccccc2N2CCCC2)CC1=O (stereo not given)	0	-0.8	0.0	-2.4	0.5	-1.2	0.7	-1	-1	0.2	-1
CCC(=O)N1CCc2cc(S(=O)(=O)NC(Cc3ccccc3)C(=O)NC3CCCC3)ccc21 (stereo not given)	-1	-1.4	-1.0	2.4	-2.1	1.4	-0.9	-4	-1	-2.8	-3
Cc1cc(C(F)(F)F)nn1CC(=O)NNC(=S)Nc1ccc(Cl)cc1	0	1.0	0.0	-1.7	2.6	-0.2	-1.4	-1	6	-0.8	19
Clc1cccc(OCCn2cncn2)c1Cl	1	-0.4	-1.4	-2.3	-1.1	-0.2	0.0	-1	-3	0.8	-7
CCN(CC)CCCn1c(=S)[nH]c2ccccc2c1=O	2	-0.9	0.0	0.5	-0.5	0.0	2.6	-2	-6	-1.9	-12
Cc1ccc(C)c(S(=O)(=O)N2CCCC2CNC(=O)C(=O)Nc2ccccc2)c1 (stereo not given)	1	-1.8	-1.0	-0.7	4.3	1.1	-0.6	-4	-1	4.2	5
Cn1c(CSCc2ccc(Cl)cc2)n[nH]c1=S	3	-1.6	0.1	0.6	-5.6	0.1	-0.6	-6	-2	0.0	-11
COc1cc(/C(C)=N/Nc2ccc(C(=O)O)cc2)cc(OC)c1OC	-4	-1.6	-1.1	-5.5	0.5	-0.1	-2.7	1	1	3.1	1
CCCCCC(=O)N1C[C@@H](n2cc(COC(=O)c3ccccc3)nn2)[C@H](O)C[C@@H]1c1ccc(OC)cc1	-20	-2.8	-0.1	1.0	0.9	-1.0	-0.5	-5	-2	-2.3	-7
CC1=C(C(=O)NCCCOC(C)C)C2(CCC(C)CC2)OC1=O (stereo not given)	-3	1.0	1.0*	-1.0	-0.9	-0.5	2.3	-4	1	1.5	-3
CCn1c(=S)sc2c(=O)n(CC(=O)Nc3cc(OC)ccc3OC)c(C)nc21	-1	1.3	-0.7	-0.8	-1.2	-0.1	0.1	4	-2	0.4	6
CCOC(=O)c1c(N2CCN(c3ccccc3)CC2)cc(C)nc1C	1	-0.7	-1.9	1.7	-1.4	-0.7	-0.2	3	0	2.1	-1
CCCNC(=O)C1(C)CCN1C(=O)c1cc(C)n(C)n1 (stereo not given)	1	-1.8	-0.9	-3.4	0.1	0.9	x	-4	-3	-1.9	-7
CC(=O)c1cccc(N(CC(=O)NC2CCCCC2)C(=O)CCC(=O)Nc2nc(C)cs2)c1	4	-1.1	-0.6	-1.4	2.0	0.1	0.3	-4	-1	-1.9	13
CCc1nnc(NC(=O)CSc2nnnn2-c2cccc(C(C)=O)c2)s1	2	-1.2	-1.9	-0.8	2.1	0.7	-1.4	-5	-6	0.3	-14
COc1cccc(OC)c1OCCCNC1CCCC1	-6	-1.4	-1.3	-0.1	2.1	0.1	-0.4	-2	1	-0.1	4
Cc1cc(C)c2nc(N3CCC(C(=O)N4CCCC4)CC3)sc2c1	3	-0.7	-1.4	-2.3	0.4	-0.2	-1.6	-2	-3	-0.7	6
C[C@@H]1CN([C@H](C)CO)C(=O)c2cc(Br)cnc2O[C@@H]1CN(C)C(=O)c1cccc(F)c1	-1	-0.1	-0.8	0.2	4.5	1.9	1.2	0	-1	-2.2	1
Cc1ccc2c(C)c(C(=O)N(Cc3cccs3)C3CCS(=O)(=O)C3)oc2c1 (stereo not given)	-13	-4.0	-1.9	0.3	-0.9	-2.4	1.8	-2	0	2.2	-3
Cc1cccc(C)c1NC(=O)C1(C)CSCC(=O)N1CCCN1CCOCC1 (stereo not given)	1	-0.4	-1.2	-2.2	-0.7	-0.5	x	-1	-5	x	-13
CSc1nsc(SCc2cnc(C)nc2N)n1	1	0.2	-0.7	1.1	-1.0	0.2	0.3	0	-1	0.4	3
O=C1N(c2ccccc2C(F)(F)F)O[C@@]1(c1ccccc1)C1CCCC1	-4	-2.5	-1.3	0.0	-1.0	-0.9	-0.3	0	-5	-1.2	-9
CCOc1ccccc1-n1c(SCC(N)=O)nc2ccccc2c1=O	-5	-2.7	-2.0	3.3	-0.4	-1.1	-1.1	-1	-6	-0.5	1
O=C(NCCCN1CCOCC1)c1cc(-c2ccc(Br)cc2)on1	11	-2.4	-1.8	1.5	-8.1	-1.8	-0.2	-9	4	-3.7	-1
O=C(O)C1CCCCC1C(=O)Nc1nccs1 (stereo not given)	-1	1.2	-1.1	-0.8	0.6	0.6	-0.1	-4	5	-3.5	14
CC(C)Cc1nnc(NC(=O)CCC(=O)N2CCC(C)CC2)s1	4	-0.8	-1.4	-0.8	0.4	-0.2	0.2	-4	-2	-1.0	-6
S=C(Nc1ccccc1)N(Cc1ccccc1)Cc1ccncc1	-9	-1.7	-2.1	0.2	-1.3	-1.5	1.3	-1	-2	-0.3	-1
COCC(C)N=C1SCCN1Cc1ccccc1 (stereo not given)	2	-0.1	-0.6	-0.6	1.1	0.3	-0.3	1	0	-1.4	2

# The final 2 records of the section before lead into the next:
mol	NPR1 activator	hcDAF12 agonist	ssDAF-12 act	PG9 binder	hgDAF12 agonist	DAX1 inh-1	DAX1 inh-2	SMARCA2 activ	ADAM17 inh	GAA850 FXN act	ADAM10 inh
S=C(Nc1ccccc1)N(Cc1ccccc1)Cc1ccncc1	-9	-1.7	-2.1	0.2	-1.3	-1.5	1.3	-1	-2	-0.3	-1
COCC(C)N=C1SCCN1Cc1ccccc1 (stereo not given)	2	-0.1	-0.6	-0.6	1.1	0.3	-0.3	1	0	-1.4	2
CNc1nc(N)c([N+](=O)[O-])c(NCc2ccccc2)n1	11	-1.2	-2.1	-1.0	-0.9	-1.0	-0.4	-1	1	17*	7
COc1ccc2c(c1)C(=O)C1(CC2)OC1c1cccnc1 (stereo not given)	2	-1.0	-0.7	-1.5	0.7	-0.3	0.5	4	0	2.5	-11
COc1ccccc1OCC(=O)OC/C(O)=C(\C#N)c1nc2ccccc2[nH]1	3	-0.8	-0.7	-1.2	-6.4	-1.3	-0.2	3	-1	-1.3	-1
Cc1csc2nc(O)c(C(=O)NC3CCCCCC3)c(=O)n12	-1	-0.5	-1.0	-0.6	0.8	-0.2	1.9	2	-4	-0.2	-7
COc1cc(OC)c(C(=O)NCC2CCCO2)cc1OC (stereo not given)	4	-1.4	-1.4	0.9	0.5	-0.5	-1.7	-2	-4	-0.7	-6
CC(=O)/C(N=Nc1ccc(SC(F)F)cc1)=C(\C)O	5	-1.0	-1.2	-0.2	3.3	0.0	0.4	-2	-1	4.0	-1
Cc1ccc(N(Cc2ccccc2)C(=O)c2cc(S(=O)(=O)N3CCOCC3)ccc2C)cc1	-6	-0.8	-1.4	0.1	-2.4	-1.6	0.4	-1	0	-1.6	5
CCCn1c(-c2ccc(F)cc2)n[nH]c1=S	3	-1.3	-0.9	1.4	0.5	0.5	0.6	-4	3	0.9	-7
Oc1[nH]c2ccccc2c1N=Nc1nc2ccccc2s1	-1	3.9	-0.5	0.6	5.6	0.0	0.9	-1	0	5.7	7
COCCn1c(C)cc(C(=O)COC(=O)c2ccc3c(c2)NC(=O)CS3)c1C	2	-1.4	-0.8	-1.9	1.6	-0.1	-0.7	2	1	3.4	7
COC(=O)Cc1ccc2oc(-c3cccnc3)nc2c1	2	1.6	-0.6	-0.6	8.9	2.3	0.1	6	-6	1.2	-14
Cn1c(SCC(=O)N2CCN(c3ccccc3)CC2)nnc1-c1c[nH]c2ccccc12	-3	-3.2	-1.5	-0.3	-9.2	-3.7	-2.2	-1	0	-2.2	1
CCOc1cc(NC(=S)NCCCN(C)C)c(OCC)cc1NC(=O)C1CC1	2	-1.1	-0.8	-1.2	-1.6	1.7	-1.2	1	1	2.6	5
Nc1cnn(C2CCCO2)c(=O)n1 (stereo not given)	5	-0.9	-1.4	-0.8	-1.9	0.3	-1.2	-3	3	1.6	4
Cc1cccc(C(=O)OCC(=O)Nc2ccc(N3CCCCC3)cc2)c1O	-3	-0.3	-0.6	0.2	2.3	0.1	-0.1	-4	-4	-2.0	-3
O=c1ccc(=O)n2n1CC(O)C2	1	0.1	-1.6	0.4	-0.3	-0.2	0.1	0	-1	0.2	4
Cn1c(SCc2ccccc2)nc2ccsc2c1=O	-12	-2.6	-2.1	-1.8	-3.1	-1.8	-1.2	-4	1	1.7	6
O=C1c2c(-c3ccc(Br)cc3)noc2CCN1Cc1cn(C2CCCC2)nn1	-3	0.4	-0.8	-1.6	0.4	-1.1	x	-3	-5	x	i
COc1ccc(NC(=O)Nc2ccc3nonc3c2)cc1	4	1.3	-0.9	-1.0	2.0	-0.4	x	3	0	4.5	2
CCOC(=O)C1CCCCN1Cc1ccc(-c2ccccc2)cc1 (stereo not given)	-3	-2.7	-2.1	0.4	1.7	0.4	0.5	-2	-2	0.2	2
O=[N+]([O-])c1cc(Br)cc(/C=N/n2cnnc2)c1O	4	-0.8	-0.3	1.0	4.0	0.3	0.7	-4	0	2.2	-2
COc1ccccc1CCn1cnc(Cc2cccc(F)c2)c1C(C)C	-6	-3.2	-1.7	1.9	-3.2	-2.0	x	-2	0	x	-10
CCOC(=O)c1sc(/N=C/N(C)C)c(C(=O)OCC)c1C	-3	1.1	-1.7	0.2	-0.6	-1.1	-0.4	3	-2	1.1	-5
